Screens from PubChem BioAssay.
TLR9-MyD88 block: inhibitors of TLR9-MyD88 association in cells, primary screen, cell-based, CHO, BLA complementation, fluorescence; Toll-like receptor 9 (Homo sapiens) + Myeloid differentiation primary response protein …; CCF4 FRET ratio; inhibition, % at 4.98 µM; actives 0.21% (n = 340,000); AID 504734, 2011;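 active means inhibition above the mean over all tested compounds plus 3 SD, cut at about 21% in these data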;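 further: 0% = DMSO only wells and 100% = clavulanate BLA inhibitor control wells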
N-glyco inh: increase of ERlucT glycosylation luciferase signal, primary screen, N-linked glycosylation inhibitor project, D54 ERlucT cells, luminescence, set 2; actives 0.23% (n = 360,000); AID 588692, 2011; reporter increase, % at 12.5 µM; D54 ERlucT glycosylation luciferase reporter, 24 h; percent of 100 nM tunicamycin response;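 active means mean luciferase reporter signal, scaled so untreated is 0 and the glycosylation-blocking control 100, at or above a set limit in every replicate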;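 further: luciferase carries N-glycosylation sites so blocking glycosylation raises the light; 0% = median of neutral control wells and 100% = median of 100 nM tunicamycin wells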
HTR2A ag: mouse Htr2a agonists via beta-arrestin recruitment, primary screen, cell-based, luminescence; activation, % at 7.6 µM; actives 0.66% (n = 360,000); 5-hydroxytryptamine receptor 2A (Mus musculus), P35363; CHO-K1 mHTR2A beta-arrestin complementation; percent of 30 µM serotonin response;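 active means activation above a run cutoff, the mean activation of all tested compounds plus 3 SD, cut at about 14% in these data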;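 further: 0% = plate median of compound wells and 100% = 30 µM serotonin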
MC4R antag cAMP: MC4R antagonists of cAMP signaling, primary screen, cell-based, TR-FRET, antagonist arm of biased-ligand search; actives 0.48% (n = 360,000); AID 540295, 2011; Melanocortin receptor 4 (Homo sapiens), P32245; MC4R-expressing cells, MTII-stimulated cAMP, LANCE TR-FRET; inhibition, % at 6.5 µM;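 active means inhibition above its plate's cutoff, the mean of tested wells on that plate plus 3 SD, cut at about 29% in these data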;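 further: 0% = Melanotan II alone and 100% = Melanotan II plus saturating MCL0020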
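Test system: U2OS cells stably expressing human melanocortin 4 receptor (MC4R); also added: Melanotan II challenge; compound: 6.5 µM single dose; timing: 30-min compound preincubation, 1-h Melanotan II challenge, 1-h detection, room temperature; signal: Eu-cAMP/anti-cAMP TR-FRET, emission 671 nm; repeats: one well per compound, no replicates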
ABCB6 inh MLPCN: ABCB6 transporter inhibitors, primary screen, K562-ABCB6 cells, flow cytometry, MLPCN library; K562-ABCB6 porphyrin accumulation, 1 h; hits give low values; ATP-binding cassette sub-family B member 6 (Homo sapiens), Q9NP58; actives 0.19% (n = 360,000); fluorescence ratio to DMSO, % at 10 µM; AID 602162, 2011;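 active means fluorescence ratio to DMSO below 75%, the collection mean minus 3 SD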;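 further: signal is porphyrin accumulated inside mitochondria; 100% equals median channel fluorescence of DMSO control wells; lower ratio means ABCB6 inhibition with less porphyrin fluorescence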
H9c2 protect: cardioprotection against H2O2-induced cell death, primary screen, uHTS, H9c2 cells, ATPLite luminescence. H9c2 cardiomyocytes, H2O2 injury protection, 2 h. protection from H2O2 cell death, % at 20 µM. actives 0.63% (n = 360,000);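 active means compounds giving at least 50% protection of heart cells from peroxide-induced death in the single-dose screen, raw or plate-pattern-corrected value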;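 further: 0% = DMSO wells with peroxide and 100% = DMSO wells without peroxide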
ABHD5 PLIN5 PPI: ABHD5-PLIN5 interaction inhibitors, primary screen, cell lysate, split luciferase complementation, luminescence; inhibition, % at 4 µM; Split G. princeps luciferase complementation, 4 h; actives 0.78% (n = 360,000);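 active means inhibition above the mean inhibition across every tested compound plus 3 SD, cut at about 22% in these data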;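 further: 0% = DMSO only wells and the 100% control is not disclosed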
NOD2 RIPK2 PPI: NOD2-RIPK2 binding disruptors in cells, primary screen, fluorescence, CHO cells, BLA complementation. Receptor-interacting serine/threonine-protein kinase 2 (Homo sapiens), O43353. CCF4 ratio. inhibition, % at 4.98 µM. actives 0.38% (n = 360,000); in the data active means inhibition above about 21%;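 further: 0% = vehicle only and 100% = reference blocker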
SRC2 inh: inhibition of GAL4-SRC2 driven luciferase reporter, primary screen, SRC2 inhibitor project, cell-based, luminescence; actives 0.17% (n = 370,000); AID 651957, 2012; HEK293 GAL4-SRC2 luciferase reporter; inhibition, % at 9 µM; Nuclear receptor coactivator 2 (Homo sapiens), Q15596;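 active means inhibition above the mean inhibition of all tested compounds plus 3 SD, set per campaign, cut at about 52% in these data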;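 further: 0% = DMSO treated cells and 100% = cells given Gossypol at 36 µM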
Target sequence (Q15596 whole entry, looked up, the tested form may be a part): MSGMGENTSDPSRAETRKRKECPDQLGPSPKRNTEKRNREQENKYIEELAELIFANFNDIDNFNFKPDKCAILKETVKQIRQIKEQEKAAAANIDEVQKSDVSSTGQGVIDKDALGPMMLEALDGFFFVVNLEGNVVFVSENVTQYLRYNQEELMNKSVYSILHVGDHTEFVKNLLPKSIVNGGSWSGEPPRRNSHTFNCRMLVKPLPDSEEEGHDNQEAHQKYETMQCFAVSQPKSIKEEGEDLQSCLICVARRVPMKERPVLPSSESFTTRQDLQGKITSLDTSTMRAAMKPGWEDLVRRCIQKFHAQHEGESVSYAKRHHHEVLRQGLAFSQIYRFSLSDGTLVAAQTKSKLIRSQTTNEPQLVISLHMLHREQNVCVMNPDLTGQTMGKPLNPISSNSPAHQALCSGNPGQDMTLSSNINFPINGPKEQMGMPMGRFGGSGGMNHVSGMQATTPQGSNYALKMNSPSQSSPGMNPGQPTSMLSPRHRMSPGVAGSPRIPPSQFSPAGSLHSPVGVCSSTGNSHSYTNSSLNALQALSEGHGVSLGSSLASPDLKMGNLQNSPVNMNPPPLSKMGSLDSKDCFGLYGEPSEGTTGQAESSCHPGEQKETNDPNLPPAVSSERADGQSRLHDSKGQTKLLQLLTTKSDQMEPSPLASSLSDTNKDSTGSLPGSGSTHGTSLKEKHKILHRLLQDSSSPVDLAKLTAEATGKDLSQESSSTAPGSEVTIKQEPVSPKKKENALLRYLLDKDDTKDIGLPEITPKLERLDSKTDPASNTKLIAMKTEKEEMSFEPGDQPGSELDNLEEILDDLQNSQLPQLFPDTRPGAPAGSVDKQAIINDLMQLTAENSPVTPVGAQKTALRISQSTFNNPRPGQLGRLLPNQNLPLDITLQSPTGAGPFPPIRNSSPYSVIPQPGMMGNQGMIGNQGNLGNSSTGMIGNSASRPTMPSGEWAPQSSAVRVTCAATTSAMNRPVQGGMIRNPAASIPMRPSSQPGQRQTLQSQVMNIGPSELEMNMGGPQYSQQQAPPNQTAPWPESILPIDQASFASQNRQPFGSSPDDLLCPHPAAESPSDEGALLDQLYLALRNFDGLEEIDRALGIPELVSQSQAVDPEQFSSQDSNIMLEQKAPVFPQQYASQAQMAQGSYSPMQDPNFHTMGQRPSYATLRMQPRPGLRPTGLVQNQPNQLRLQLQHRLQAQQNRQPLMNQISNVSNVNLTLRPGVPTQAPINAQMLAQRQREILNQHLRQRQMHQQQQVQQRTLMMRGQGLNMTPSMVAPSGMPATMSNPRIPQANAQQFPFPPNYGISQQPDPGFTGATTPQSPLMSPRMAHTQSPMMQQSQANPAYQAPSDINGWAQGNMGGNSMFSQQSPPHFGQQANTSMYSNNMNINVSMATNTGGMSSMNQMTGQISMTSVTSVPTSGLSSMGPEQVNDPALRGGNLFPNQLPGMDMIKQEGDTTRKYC
MC4R ag barr: MC4R agonists recruiting beta-arrestin, primary screen, cell-based, luminescence, agonist arm of biased-ligand search; Melanocortin receptor 4 (Homo sapiens), P32245; U2OS MC4R beta-arrestin complementation; percent of melanotan II response, DMSO zero; activation, % at 8.9 µM; actives 0.98% (n = 360,000);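 active means activation above a per-plate cutoff, the mean activation of sample wells on that plate plus 3 SD, cut at about 8% in these data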
The depositor's hits bear a star; x = no result given. Not all compounds are listed. The share of hits here may be higher or lower than overall.

Values in the order: HTR2A ag | NOD2 RIPK2 PPI | ABCB6 inh MLPCN | TLR9-MyD88 block | MC4R antag cAMP | ABHD5 PLIN5 PPI | MC4R ag barr | SRC2 inh | N-glyco inh | H9c2 protect
#1 O=C(CN1C(=O)/C(=C2\SC(=S)N(C3CCS(=O)(=O)C3)C2=O)c2ccccc21)Nc1ccccc1 (centres undefined)
    -4 | -3 | 111 | -6 | 5 | -11 | 1.9 | 0 | 1 | -10
#2 CSc1ccccc1NC(=O)Cn1nc([N+](=O)[O-])c(Cl)c1C
    -1 | 0 | 98 | 2 | 3 | -6 | -0.1 | 1 | 1 | -5
#3 O=C1CC(=C(c2ccccc2)c2ccccc2)C(=O)N1CCN1CCN(c2cccc(Cl)c2)CC1
    -7 | -3 | 99 | -8 | 0 | 4 | 0.0 | -17 | -2 | -32
#4 CC1=C(CO)C(=O)OC([C@@H](C)C2CC[C@H]3C4C[C@H]5O[C@]56[C@@H](O)C=CC(=O)[C@]6(C)C4CC[C@]23C)C1 (some centres undefined)
    -3 | 47* | 101 | 3 | 39* | 65* | -1.2 | 68* | -18 | 15
#5 Cc1ccc(C(=O)NCc2ccc(N3CCN(C(=O)OC(C)(C)C)CC3)cc2)cc1
    -2 | -3 | 96 | 5 | 15 | -1 | 1.4 | 7 | -5 | -5
#6 CCN1CCN(C(=O)CN(CC)S(=O)(=O)c2ccc(Cl)cc2)CC1
    4 | -15 | 106 | 7 | -2 | -6 | 0.5 | -9 | 1 | -5
#7 COc1ccc(OC)c(C2C(C(=O)Nc3cccnc3)=C(C)NC3=C2C(=O)CCC3)c1 (centres undefined)
    2 | -8 | 100 | 4 | 12 | -5 | -0.9 | -8 | 0 | 0
#8 O=C(CCCSc1nc2ccccc2[nH]1)NCc1ccccc1Cl
    -1 | -3 | 99 | -3 | 5 | 6 | -1.9 | -13 | 1 | -3
#9 CC12CC3CC(C)(C1)CC(C(=O)NC(=S)N1CCCCC1)(C3)C2
    1 | -6 | 94 | 3 | -1 | -4 | 1.0 | 5 | -1 | -2
#10 COc1cccc(CNC(=O)Cn2cc3c(n2)CCCCC3)c1
    -3 | -11 | 99 | 7 | 3 | -3 | 1.2 | 1 | 0 | -13
#11 COc1ccccc1-c1nc(SCC(=O)Nc2ccccc2)n[nH]1
    -11 | -6 | 99 | -3 | 0 | 5 | -2.1 | -24 | 5 | -3
#12 CCc1nc2ccc(C(=O)NCCCn3ccnc3)cn2c1N(C)Cc1nccs1
    -4 | 1 | 100 | x | 0 | 3 | -0.1 | 1 | 1 | 15
#13 CCCCC(SCC(=O)Nc1ccccc1)C(=O)O (centres undefined)
    2 | -1 | 110 | 3 | 0 | 8 | 0.3 | -15 | -4 | 4
#14 COC(=O)/C=C1\SC(=Nc2ccc(OC)cc2)NC1=O
    4 | -5 | 101 | -8 | 12 | 7 | -2.8 | -3 | 2 | -6
#15 CN(c1ccccc1)S(=O)(=O)c1ccc(Cl)c(C(=O)Nc2ccccc2N2CCOCC2)c1
    -3 | -1 | 97 | 0 | 7 | -2 | 0.6 | -3 | -2 | 3
#16 CCN(C(=O)C1CCCN1S(=O)(=O)c1ccc2c(c1)n(C)c(=O)c(=O)n2C)c1ccccc1 (centres undefined)
    4 | -14 | 102 | -15 | 11 | -3 | -0.7 | 4 | 1 | -8
#17 Cc1nn(C)c(Cl)c1CN1CCN(CC(C)C)C(CCO)C1 (centres undefined)
    3 | 2 | 102 | -1 | -3 | 10 | 3.1 | 4 | -1 | 6
#18 CCOC(=O)C(C)Sc1nc2c(cnn2-c2ccc(C)cc2)c(=O)[nH]1 (centres undefined)
    3 | 9 | 89 | 4 | -23 | -1 | -1.7 | -17 | 7 | 18
#19 CCOc1ccc(OCC)c(-c2c(=O)n(OCc3ccc(Cl)cc3)c3ccccc3[n+]2[O-])c1
    0 | 6 | 98 | -12 | 17 | 2 | 1.4 | 25 | -3 | -8
#20 CCc1ccc(N(CC(=O)NC(C)C)C(=O)CCC(=O)Nc2ccccn2)cc1
    5 | 5 | 94 | -2 | 3 | 6 | -1.5 | -1 | 2 | 5
#21 CCC1CCCCN1CCCNC(=O)c1ccc2c(c1)c(C)c(C)n2C (centres undefined)
    -12 | 1 | 99 | 8 | -2 | 4 | -3.0 | -17 | 0 | 7
#22 CCc1nc(CNC(=O)c2cc(OC)c(OC)c(OC)c2)no1
    -2 | -5 | 97 | 9 | 8 | 1 | 0.2 | 16 | 2 | 13
#23 O=C(Nc1ccc(S(=O)(=O)NCC2CCCO2)cc1)c1cnccn1 (centres undefined)
    0 | -17 | 99 | 8 | 23 | 6 | -1.9 | 15 | 0 | -6
#24 Cc1ccc(S(=O)(=O)N(C)Cc2cc3cc(C)ccc3[nH]c2=O)cc1
    -7 | -2 | 101 | -8 | 0 | -5 | -0.2 | 14 | 2 | -6
#25 Cc1nc2c(cc1N)nc(C)n2Cc1ccccc1
    9 | 3 | 94 | 3 | 4 | -1 | 0.9 | 3 | 0 | 5
#26 O=C(CN1CCN(Cc2ccccc2Cl)CC1)N/N=C/c1ccccn1
    -3 | -2 | 103 | -3 | -3 | 7 | 0.6 | -8 | -1 | -4
#27 CCc1nnc2c(NCCc3ccccc3)nc3ccccc3n12
    3 | -5 | 101 | -6 | 10 | -1 | -0.4 | -15 | 4 | 10
#28 CC(=O)Nc1ccc(NC(=O)/C=C/c2ccc3c(c2)OCO3)cc1
    2 | -9 | 95 | -2 | 5 | 7 | -0.6 | -27 | -2 | 2
#29 CCCCCSc1nc2c(c(=O)[nH]c(=O)n2C)n1CCc1ccccc1
    3 | 9 | 87 | 1 | 3 | -2 | 2.1 | 2 | -1 | -10
#30 COc1ccc(OCCN(C)CC(=O)Nc2c(C)cccc2C)cc1
    1 | 2 | 95 | 2 | 12 | 0 | -0.9 | 20 | 1 | 7
#31 COC(=O)CCSc1cc(NCCOC(C)=O)c([N+](=O)[O-])c2nonc12
    1 | -5 | 99 | 1 | 7 | -10 | -0.1 | -2 | 4 | 49
#32 CCN(Cc1ccccc1)C(=O)CN1C(=O)c2ccccc2C1=O
    1 | 2 | 94 | -20 | 7 | -8 | 0.7 | -2 | 0 | -5
#33 COc1cc(C2C(C(C)=O)=C(O)C(=O)N2c2ccc(Br)cn2)ccc1O (centres undefined)
    -1 | 1 | 101 | 2 | 0 | -28 | -0.8 | -4 | -1 | -2
#34 CC(=O)Nc1n[nH]c(-c2ccc(C)cc2)c1C
    -1 | -2 | 98 | 6 | 7 | -3 | -1.3 | 3 | -2 | 9
#35 C/C(CC(=O)Nc1ccc(Cl)cc1C(F)(F)F)=N\NC(N)=S
    1 | 5 | 95 | x | -1 | 10 | -2.6 | 11 | 0 | -2
#36 CC(=O)N/C(=C\c1ccccc1)C(=O)OCC(=O)NC1CCS(=O)(=O)C1 (centres undefined)
    -1 | 0 | 103 | -5 | 3 | 9 | 1.9 | -22 | 0 | 1
#37 O=C(CCc1nc2ccccc2[nH]1)Nc1ccc2c(c1)OCCO2
    1 | -4 | 91 | -6 | 8 | -3 | -0.9 | 4 | 0 | -5
#38 O=[N+]([O-])c1ccc(N/N=C/c2cccc(O)c2O)c(S(=O)(=O)N2CCOCC2)c1
    0 | -4 | 105 | 13 | -22 | 12 | -6.5 | 27 | -8 | 12
#39 COc1cnn(-c2cccc(C)c2)c(=O)c1Cl
    -3 | 3 | 100 | -5 | 8 | 2 | -0.6 | -32 | -1 | -2
#40 O=C(c1ccc2ccccc2n1)N1CCN(S(=O)(=O)c2ccc(Cl)cc2)CC1
    -2 | 7 | 98 | 4 | 2 | 3 | -2.4 | -8 | -1 | 8
#41 CC(C)(C)NC(=O)NC(=O)COC(=O)CNC(=O)C1CCCCC1
    -2 | 2 | 94 | 0 | 0 | -9 | -3.1 | 13 | 2 | -6
#42 Cc1cc(NC(=O)c2cccs2)ncc1NC(=O)C(C)(C)C
    -4 | -2 | 100 | 1 | 10 | -10 | 1.3 | -82 | -11 | -4
#43 Cc1cccc(CCNC(=O)c2cc(S(=O)(=O)N3CCCCC3)c[nH]2)c1
    -6 | -6 | 107 | -4 | 1 | -3 | -1.4 | 17 | -4 | -5
#44 NC(=O)c1ccsc1NC(=O)CCc1ccccc1
    -2 | -8 | 95 | -17 | 0 | 4 | -0.8 | -27 | -1 | -3
#45 Cc1cccc(C)c1NC(=O)CSc1nnc(-c2ccco2)n1N
    3 | -1 | 97 | -5 | 11 | -5 | 1.0 | -18 | 1 | -7
#46 CCOC(=O)C1=NNC(C(=O)OCC)C1C(=O)OCC (centres undefined)
    1 | 8 | 91 | -6 | 4 | 0 | -2.0 | -7 | 1 | 0
#47 CCCCN(C(=O)c1ccc(-c2ccc([N+](=O)[O-])cc2)o1)c1c(N)n(CCCC)c(=O)[nH]c1=O
    -4 | 15 | 87 | 10 | 6 | -7 | -2.9 | -28 | 0 | 10
#48 Cc1cccc(C(=O)NCC(=O)OCc2nnc(-c3ccccc3)o2)c1
    0 | -15 | 100 | 4 | 7 | -6 | -3.5 | 0 | 1 | 5
#49 CCCCn1c(O)c(N=NC(=O)c2ccncc2)c2cc(Br)ccc21
    3 | 0 | 98 | 2 | 11 | 4 | 0.8 | -8 | 1 | 11
#50 O=C(CCN1CCCC1)Nc1ccccc1
    -1 | -10 | 100 | 4 | 2 | -2 | -2.3 | 9 | 0 | -1
#51 CCCN1C(=O)c2ccc(C(=O)Nc3ccc4c(c3)OCO4)cc2C1=O
    7 | 6 | 102 | -2 | 3 | 1 | -1.9 | -32 | 1 | 1
#52 CCC(C(=O)NC(C)(C)C)n1c(-c2ccc(C)cc2)nc2ccccc21 (centres undefined)
    -6 | -3 | x | x | x | -3 | x | 7 | x | x
#53 O=C(Nc1cc(Cl)ccc1Cl)c1ccc(-c2ccccc2)cc1
    -10 | 8 | 99 | 1 | -7 | -9 | 9.8* | -9 | 1 | -2

Nos. 51 through 52 from above:
Values in the order: HTR2A ag | NOD2 RIPK2 PPI | ABCB6 inh MLPCN | TLR9-MyD88 block | MC4R antag cAMP | ABHD5 PLIN5 PPI | MC4R ag barr | SRC2 inh | N-glyco inh | H9c2 protect
#51 CCCN1C(=O)c2ccc(C(=O)Nc3ccc4c(c3)OCO4)cc2C1=O
    7 | 6 | 102 | -2 | 3 | 1 | -1.9 | -32 | 1 | 1
#52 CCC(C(=O)NC(C)(C)C)n1c(-c2ccc(C)cc2)nc2ccccc21 (centres undefined)
    -6 | -3 | x | x | x | -3 | x | 7 | x | x
